SENP8 block = human SENP8 protease inhibitors, primary screen, biochemical, fluorescence, Nedd8 protein substrate, uHTS; inhibition, % at 20 µM; recombinant SENP8; AID 602440, 2012; Sentrin-specific protease 8 (Homo sapiens), Q96LD8; 360,000 tested, 0.64% active; in the data active = inhibition mostly above about 40%, no sharp cut-off; inactive = mostly below about 27%
Target sequence (Q96LD8 whole entry, looked up): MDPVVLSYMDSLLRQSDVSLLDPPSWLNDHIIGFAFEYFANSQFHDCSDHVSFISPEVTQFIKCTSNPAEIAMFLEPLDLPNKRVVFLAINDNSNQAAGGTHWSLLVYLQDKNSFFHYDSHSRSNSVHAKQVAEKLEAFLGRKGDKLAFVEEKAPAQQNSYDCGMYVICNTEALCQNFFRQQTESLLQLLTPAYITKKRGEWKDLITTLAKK
SENP1 FRET inh = human SENP1 catalytic domain inhibitors, primary screen, biochemical, FRET, uHTS | Sentrin-specific protease 1 (Homo sapiens), Q9P0U3 | 360,000 tested, 0.21% active | inhibition, % at 10 µM | recombinant SENP1 catalytic domain, CyPet-SUMO1-YPet FRET cleavage;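 active = inhibition at least 30% at 10 µM, raw YFP signal under a set limit, fluorescence ratio 0.5 to 1.5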;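 note: 0% = enzyme with DMSO and 100% = no enzyme wells; some results filed as inactive read as strong as hits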
Target sequence (Q9P0U3 419-644 limits assumed): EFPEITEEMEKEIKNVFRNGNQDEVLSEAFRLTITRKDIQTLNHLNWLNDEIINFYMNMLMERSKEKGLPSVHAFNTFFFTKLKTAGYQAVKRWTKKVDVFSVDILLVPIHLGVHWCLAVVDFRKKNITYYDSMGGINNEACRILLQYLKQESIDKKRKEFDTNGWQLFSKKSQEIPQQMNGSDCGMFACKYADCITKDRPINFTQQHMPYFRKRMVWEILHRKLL
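system = hSENP1 catalytic domain, recombinant | reagent = SFCypet-SUMO1-SFYpet substrate at 25 nM | doses = one dose per compound, 10 µM, 0.5% DMSO | incubation = enzyme reaction for 50 min at room temperature, dark | measured by = FRET, CFP and YFP emission | controls = no-enzyme low, enzyme-DMSO high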
Active calls of the source: *; i = inactive. Only part of the results is shown. The share of hits here may be higher or lower than overall.

SMILES | SENP8 block | SENP1 FRET inh
COc1ccc(-c2nc3c4ccccc4ccn3c2Cc2ccsc2)cc1OC | -388 | -27
CC(=O)NC(c1ccco1)c1cc(Cl)c2cccnc2c1O (stereo unspecified) | 23 | -15
CC(C)C[C@H]1CN([C@@H](Cc2ccccc2)CN2CCC[C@H]2CN2C(=O)C(=O)NC[C@@H]2Cc2ccc(O)cc2)C(=O)C(=O)N1CC1CCCCCC1 | 10 | 2
COc1cccc(C(NC(C)=O)c2nc(-c3cccnc3)cs2)c1 (stereo unspecified) | 3 | -1
O=c1n2c(c(O)n1C1CCCCC1)C(c1ccccc1)=Nc1ccccc1C2 | 29 | 5
CCCCC(=O)N(C)c1c(CC)nc2c(OCc3ccccc3C)cccn12 | 4 | -1
CC[C@@H]1Cc2[nH][nH]c(=O)c2[C@@H](c2ccc(F)cc2)O1 | 19 | 4
COc1cc(-c2cc3nc(NCc4ccco4)ccn3n2)cc(OC)c1OC | -465 | -7
COc1ccccc1CNC(=O)c1cc(-c2ccc(F)cc2C)n[nH]1 | 21 | 0
CCCNC(=O)C1(C)CCCN(CCC(=O)c2ccccc2)C1 (stereo unspecified) | 24 | 0
OC[C@@H]1CN(Cc2ccc3c(c2)OCO3)C[C@H](n2cnc3c(NCc4ccncc4)ncnc32)O1 | 14 | 0
CC(C)Nc1ncnc2c1ncn2[C@H]1CN(C2CCCC2)C[C@@H](CO)O1 | 14 | 2
CC1=C(C(=O)N2CCOCC2)CC(CC(=O)NCc2cccs2)C(=O)N1CCCN1CCCC1=O (stereo unspecified) | 21 | 0
COc1ccc(-c2nc3ccc(C)cn3c2Cc2ccc(C)cc2)cc1OC | -377 | 21
O=C(NCc1cccc(F)c1)Nc1nnc([C@H]2C[C@H](O)[C@@H](CO)O2)s1 | -8 | 2
C=C1C(=O)[C@]23C[C@H]1CCC2[C@@]1(C)C(C[C@@H]3O)[C@](C)(C(=O)OC)CC[C@@H]1OC(C)=O (stereo partly specified) | 9 | -1
COCCNC(=O)c1ccc(-c2cn[nH]c2)c2ccoc12 | -99 | 2
Cc1ccc(S(=O)(=O)N2C[C@H]3C(=O)C[C@@H](c4ccccc4)N(S(=O)(=O)c4ccccc4C)[C@H]3C[C@H]2c2ccccc2)cc1 | 28 | 1
CN(NC(=O)C(=O)NCc1ccco1)C(=O)Nc1ccc(Cl)cc1 | -3 | 1
O=c1[nH][nH]c2c1[C@H](c1ccc(F)cc1)O[C@H](CCC(F)(F)F)C2 | 19 | 3
CN(C)CCN1CCN(C2CN(CCc3ccccc3)S(=O)(=O)C2)CC1 (stereo unspecified) | 12 | -2
O=C(NCCNC(=O)c1ccc(Cl)cc1Cl)c1ccc(Cl)cc1Cl | 11 | -1
O=C(Cn1cc(COc2ccc(Cl)c(Cl)c2)nn1)NS(=O)(=O)c1ccccc1OC(F)(F)F | 6 | 1
CC1(C(=O)NCc2cccs2)Cc2c(-c3ccc(C(N)=O)cc3)ccnc2O1 (stereo unspecified) | 14 | 1
COc1ccc(NC(=O)C2(C)CCN2C(=O)C(C)C)cc1F (stereo unspecified) | 4 | 2

New compounds follow.
SMILES | SENP8 block | SENP1 FRET inh
COc1cccc(-c2cnc3c(NC(C)=O)cc(-c4cccc(C(=O)NCCN(C)C)c4)cn23)c1 | -180 | 1
CN1CCCCC1(C)C(=O)NCc1ccc(C(C)(C)C)cc1 (stereo unspecified) | 11 | 3
CCc1nc2ccc(C(=O)NCCOc3ccc(OC)cc3)cn2c1N(CC)Cc1ccc(OC)c(OC)c1 | 4 | 0
N#Cc1ccc(C(C(=O)NC2CCCCC2)n2c(=O)c(-c3ccccc3)nc3ccccc32)cc1 (stereo unspecified) | -371 | -4
CCNC(=O)c1cc2c(c(-c3cccc(-c4ccccc4F)c3)n1)[C@@H](CCO)N(C(=O)CC)C2 | 19 | 1
O=C(Nc1ccc(F)c(Cl)c1)c1cc(C2CCCCN2C(=O)c2cccs2)on1 (stereo unspecified) | 6 | 0
OC(c1ccc(F)c(F)c1)c1ncc(-c2ccc(Cl)cc2)[nH]1 (stereo unspecified) | 4 | 3
O=C(NCc1cccs1)c1ccc2sc([C@H]3C[C@H](O)[C@@H](CO)O3)nc2c1 | -6 | -2
CC(=O)c1cc2cccc(OC3(C)CCN(Cc4ccc(-c5ccccn5)cc4)C3)c2o1 (stereo unspecified) | 12 | 0
CN(C)C(=O)c1cccc(-c2cccc(-c3nc(C(=O)NCc4ccccc4)cc4c3[C@@H](CCO)N(S(=O)C(C)(C)C)C4)c2)c1 (stereo partly specified) | 10 | -1
COc1cc(-c2cc3nc(NCc4cccs4)ccn3n2)cc(OC)c1OC | i | -7
CCNC(=O)c1cc2c(c(-c3cccc(-c4cccc(C(=O)N(C)C)c4)c3)n1)[C@@H](CCO)N(S(=O)C(C)(C)C)C2 (stereo partly specified) | -70 | -28
COc1ccc(C(c2nnnn2C2CCCC2)N2CCN(C/C=C/c3ccccc3)CC2)cc1 (stereo unspecified) | 11 | 2
COC(=O)c1ccc2nc(-c3ccco3)c(Cc3ccccc3C(F)(F)F)n2c1 | -391 | -4
CC(=O)c1ccc(Nc2nc(C(N)COCc3ccccc3)cs2)cc1 (stereo unspecified) | -489 | -18
O=C(NCc1ccc(F)cc1F)[C@@H]1CCCN1C(=O)[C@@H]1CCCN1C(=O)c1ccccc1 | 18 | 4
COC(=O)c1ccc2nc(-c3ccco3)c(Cc3cccc(F)c3)n2c1 | -371 | -18
CCOC1=C2[C@H](c3cccc(Cl)c3)N(S(=O)(=O)c3ccc(C)cc3)C[C@H]2n2c(=O)n(-c3ccccc3)c(=O)n2C1 | -1 | -3
COc1ccc(Cn2cc(CN3CC(N4CCN(CCN(C)C)CC4)CS3(=O)=O)nn2)cc1 (stereo unspecified) | 23 | -2
O=C(C(=O)N1CCN(C(=O)c2ccco2)CC1)c1ccccc1 | 14 | 0
CC(=O)OC[C@@H]1CN(Cc2ccccc2)C[C@H](n2cnc3c(NC4CC4)ncnc32)O1 | 0 | -2
O=C(NC1CCCC1)C1c2ccccc2OCC(=O)N1C1CC1 (stereo unspecified) | 9 | 4
CC(C)(C)S(=O)N1Cc2cc(C(=O)NCC(F)(F)F)nc(-c3cccc(-c4cccc(F)c4)c3)c2[C@H]1CCO (stereo partly specified) | 10 | 1
CCCCN(C)c1c(C)nc2ccc(C(=O)N(C)Cc3ccco3)cn12 | -12 | -23
O=C(Nc1ccc(Oc2ccccc2)cc1)c1csc([C@H]2C[C@H](O)[C@@H](CO)O2)n1 | 19 | 0

Complete entries, quoted from the list:
O=C(C(=O)N1CCN(C(=O)c2ccco2)CC1)c1ccccc1 across the screens: SENP8 block = 14; SENP1 FRET inh = 0
COc1cccc(-c2cnc3c(NC(C)=O)cc(-c4cccc(C(=O)NCCN(C)C)c4)cn23)c1 across the screens: SENP8 block = -180; SENP1 FRET inh = 1

Further results follow.
SMILES | SENP8 block | SENP1 FRET inh
CCc1ccc(NC(=O)CCCOc2cc(=O)n(C)c3ccccc23)cc1 | 1 | 2
Fc1ccc(CNc2ccn3nc(-c4ccccc4)cc3n2)cc1 | i | -3
CC1(C(=O)NS(=O)(=O)c2cccc(C#N)c2)CCN1C(=O)CCC1CCCC1 (stereo unspecified) | 24 | 1
COc1ccc(C(C)(O)c2nc(/C=C/c3ccccc3)cs2)cc1 (stereo unspecified) | 12 | 1
CC(C)c1ccc(CNc2nc(NCC3CC3)nc3ccsc23)cc1 | -22 | 2
COc1ccc(CCCNC(=O)C2Cc3c(-c4ccccc4)ccnc3O2)cc1 (stereo unspecified) | 12 | 1
CCCCNC(=O)Cn1nnc(-c2ccccc2)c1COc1ccc(C(C)=O)cc1 | -2 | 3
C#CCn1c2ccccc2c(=O)n1C(C)C | -332 | 1
Cc1noc(C)c1C(=O)N1CCC1(C)C(=O)NS(=O)(=O)c1cccc(Cl)c1 (stereo unspecified) | 11 | 1
COCCNC(=O)C1(C)CCN(C(=O)Cc2ccc(OC)c(OC)c2)C1 (stereo unspecified) | 13 | -1
CC(C)(C)NC(=O)C1c2ccccc2OCC(=O)N1Cc1ccco1 (stereo unspecified) | 10 | 2
Cc1ccc(OC2CCN(C(=O)[C@H]3O[C@@H](n4ccc(N)nc4=O)[C@H](O)[C@@H]3O)CC2)cc1 | 8 | 4
COc1ccccc1-c1nc2ccccc2n(CC(C)C)c1=O | 20 | 1
CC1(C(=O)NS(=O)(=O)c2ccc3c(c2)CCO3)CCN1C(=O)COc1ccc(Cl)cc1 (stereo unspecified) | 12 | 2
COc1ccc(NC(=O)c2cc(C3CCCCN3C(=O)c3cc(OC)c(C)c(OC)c3)on2)c(C)c1 (stereo unspecified) | 19 | 0
CC1(Cc2cc(Cl)ccc2C(F)(F)F)C(=O)Nc2c(Cl)cccc21 (stereo unspecified) | 8 | 0
OC[C@@H]1CN(Cc2ccncc2)C[C@H](n2cnc3c(N4CCCC4)ncnc32)O1 | 8 | 4
Cc1ccc(S(=O)(=O)N2C[C@H]3[C@H]4C(=O)N(Cc5ccccc5)C(=O)[C@H]4CC(=O)[C@H]3[C@@H]2c2cccc3ccccc23)cc1 | 10 | -22
Cc1ccccc1-c1cc2nc(Oc3cccc4ccccc34)n(C)c(=O)c2s1 | 17 | 3
CC1(C(=O)NS(=O)(=O)C2CC2)CCCN(C(=O)Cc2ccc3ccccc3c2)C1 (stereo unspecified) | 13 | 0
Cc1ccccc1CNC(=O)c1csc([C@@H]2O[C@H](CO)[C@@H](O)[C@H]2O)n1 | 20 | 1
COc1cccc(CNC(=O)[C@@H]2CCCN2C(=O)[C@H]2CCCCN2C(=O)c2cccc(OC)c2)c1 | 14 | 1
CCCC(=O)N1CCCC(c2cc(C(=O)Nc3ccc4c(c3)OCO4)no2)C1 (stereo unspecified) | 12 | 0
COc1ccccc1-c1cnc(C(O)c2ccc(F)cc2C)[nH]1 (stereo unspecified) | 13 | 1
Cc1ccc2ccccc2c1C(O)c1ncc(-c2ccccc2F)[nH]1 (stereo unspecified) | 9 | -2

(continued)
SMILES | SENP8 block | SENP1 FRET inh
COc1cc(-c2cc3nc(NCCOc4ccccc4)ccn3n2)cc(OC)c1OC | i | -4
Cn1c(NCc2cccnc2)nc2cc(-c3cccc(C(F)(F)F)c3)sc2c1=O | -128 | 0
COCCCNc1ccn2nc(-c3ccc(OCCN4CCOCC4)cc3)cc2n1 | i | -4
COc1ccc2c3c(n(C(=O)OC(C)(C)C)c2c1)C1CC=C(COC(C)=O)CN1CC3 (stereo unspecified) | -377 | -18
COC(=O)C[C@@H]1C=C[C@H](NC(=O)Nc2cc(F)ccc2F)[C@@H](CO)O1 | 23 | 2
OC(c1cccc(Cl)c1)c1ncc(-c2ccc3ccccc3c2)[nH]1 (stereo unspecified) | -162 | -3
COC(=O)C(C(=O)OC)c1ccccc1NC(=O)OCc1ccccc1 | 11 | 2
CSCCC(c1nc2ccccc2[nH]1)n1c(-c2cc(C(F)(F)F)cc(C(F)(F)F)c2)nc2ccccc21 (stereo unspecified) | -32 | 3
Cc1cc(C)cc(Cn2c3ccc(NC(=S)NC4CCCCC4)cc3c(=O)n2C)c1 | -483 | -2
CO[C@H]1CN(C)C(=O)c2cc(NC(=O)C3CCCC3)ccc2OC[C@@H](C)NC[C@H]1C | 14 | 4
CC(C)C(=O)N1CCCC1(C)C(=O)N(C)Cc1cccc2ccccc12 (stereo unspecified) | 11 | 1
CC1(C(=O)Nc2cccc3c2CCCC3)CCN1C(=O)CCC1CCCC1 (stereo unspecified) | -14 | -3
COc1ccc(-c2ccc(C(=O)NCC3CC3)c3occc23)c(C)c1 | -186 | 3
Cc1ccc(S(=O)(=O)N2C[C@H]3C(=O)C[C@@H](c4ccccc4)N(S(=O)(=O)c4ccccc4[N+](=O)[O-])[C@H]3C[C@H]2c2ccccc2)cc1 | 20 | 4
COc1ccccc1-c1ccc2c(c1)C(C)(Cc1ccc(F)c(Cl)c1)C(=O)N2 (stereo unspecified) | -2 | 0
Oc1cccc(CN2CCN(c3ncc(Cc4ccccc4)cn3)CC2)c1 | 14 | 2
CCCCC(=O)N(C)c1c(CC)nc2c(OCCOc3ccccc3)cccn12 | -5 | -2
CCOC(=O)C1=CCN(S(=O)(=O)c2ccccc2Br)C1c1cccc(F)c1 (stereo unspecified) | 8 | -1
O=C1NC[C@H](Cc2ccccc2)N(C[C@@H]2CCCN2C[C@H](Cc2ccccc2)N2C[C@H](Cc3ccccc3)N(CC3CCCCC3)C(=O)C2=O)C1=O | 20 | 3

Gathered by group: those above containing a furan ring, fused or not.
SMILES | SENP8 block | SENP1 FRET inh
CC(=O)NC(c1ccco1)c1cc(Cl)c2cccnc2c1O (stereo unspecified) | 23 | -15
COc1cc(-c2cc3nc(NCc4ccco4)ccn3n2)cc(OC)c1OC | -465 | -7
COCCNC(=O)c1ccc(-c2cn[nH]c2)c2ccoc12 | -99 | 2
CN(NC(=O)C(=O)NCc1ccco1)C(=O)Nc1ccc(Cl)cc1 | -3 | 1
CC(=O)c1cc2cccc(OC3(C)CCN(Cc4ccc(-c5ccccn5)cc4)C3)c2o1 (stereo unspecified) | 12 | 0
COC(=O)c1ccc2nc(-c3ccco3)c(Cc3ccccc3C(F)(F)F)n2c1 | -391 | -4
COC(=O)c1ccc2nc(-c3ccco3)c(Cc3cccc(F)c3)n2c1 | -371 | -18
O=C(C(=O)N1CCN(C(=O)c2ccco2)CC1)c1ccccc1 | 14 | 0
CCCCN(C)c1c(C)nc2ccc(C(=O)N(C)Cc3ccco3)cn12 | -12 | -23
CC(C)(C)NC(=O)C1c2ccccc2OCC(=O)N1Cc1ccco1 (stereo unspecified) | 10 | 2
COc1ccc(-c2ccc(C(=O)NCC3CC3)c3occc23)c(C)c1 | -186 | 3

Source: PubChem
